# Screening data: PubChem BioAssay, National Center for Advancing Translational Sciences (NCATS)
# Epigenetic derep: derepresses silenced GFP reporter in murine cells | murine LDR cells, GFP reporter derepression, 30 h | 280,000 compounds, 0.2% hits | AID 1865 | Potency, µM (top dose mostly 53.9 µM), for inactives: at the highest dose GFP activation, actives largely listed as activators; note: % of control where 0% means no effect; nearly all actives have a fitted effect of over 60% in size
#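 Reporter derepression read as number of fluorescent GFP-positive objects, 20-120 um in size, counted by laser-scanning cytometer. Mouse LDR line with an epigenetically silenced CMV-GFP locus; compound incubation 30 h, 37 C.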
# SMN2 splice up: enhancers of SMN2 splice variant expression. Potency, µM (titrated, usually from 46.1 µM), without a hit: at the top dose activity change, positive = activation, actives largely listed as activators. AID 1458. 210,000 compounds, 2.8% hits. HEK293 SMN2-luciferase splicing reporter, luminescence, 30-36 h; note: % of control where 0% means no effect; nearly all actives have a fitted effect of over 55% in size
#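 qHTS luciferase splicing reporter: luminescence rises when SMN2 exon 7 is included in transfected HEK293 cells. Compound exposure lasted 30-36 h at 37C, with 4.5 mM final sodium butyrate as control, followed by a ONE-Glo read.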
# Starred values were filed as active, the others as inactive; ? = inconclusive; [ ] = dose if it differs, or a comment. Calls come from the whole dose curve; as a rule, active = well fitted curve in the direction sought with a large enough effect; inconclusive = small, poorly fitted or top-dose-only effect, or another doubt; inactive = no such curve, though single readings can be large; an effect the other way counts as inactive or inconclusive. Potency is the fitted concentration of half-maximal effect.
# Value order – Epigenetic derep	SMN2 splice up
O=C(CSc1ncc(S(=O)(=O)c2ccc(Cl)cc2)c(=O)[nH]1)Nc1ccc2c(c1)OCCO2
  0.0%	-1.0%
COCCCNC(=O)Cn1cnc2sc(C)c(S(=O)(=O)N3CCN(c4ccccc4OC)CC3)c2c1=O
  0.1%	-5.3%
Cn1c(=O)c2c(-c3ccccc3)n(-c3cccc(C#N)c3)cc2n(C)c1=O
  -1.9%	1.6%
Cc1ccc(-c2noc(CSc3nnc(C)n3-c3ccc(C)c(C)c3)n2)cc1
  -1.9%	-16.9%
Cc1noc(/C=C/N(C)C)c1S(=O)(=O)N1CCCC(C(=O)Nc2ccc(F)cc2F)C1 (stereo not drawn)
  -2.5%	-3.5%
COc1ccc(Cl)cc1NC(=O)CSc1c2c(nc3ccccc13)CCC2
  0.1%	-15.7%
Cc1cc(N2CCN(c3cccc(C(F)(F)F)c3)CC2)n2nc(-c3ccccc3)nc2n1
  1.6%	12.9%
O=c1c2sc3ccccc3c2n(Cc2ccc(F)cc2)c(=O)n1Cc1ccco1
  5.4%	-6.2%
CN(C(=O)CCNC(=O)Cn1cnc2ccccc2c1=O)c1ccccc1F
  -0.5%	-11.1%
O=C(Cn1ncc2c3ccccc3n(Cc3ccccc3)c2c1=O)NC1CCCCCC1
  -4.1%	3.3%
CCC(=O)N1CCc2cc(S(=O)(=O)NC(CC(C)C)C(=O)Nc3cccc(C)c3C)ccc21 (stereo not drawn)
  0.3%	-9.7%
Cc1ccc(-c2nn3c(-c4ccc(C)cc4)nnc3c3ccccc23)cc1
  0.0%	-1.3%
Cc1ccc2nc3c(cc(C(=O)NCC4CCCO4)c(=N)n3C(C)C)c(=O)n2c1 (stereo not drawn)
  -1.0%	-48.4%[inhibitor]
CCN(C(=O)Cn1ncc2c(=O)oc3ccccc3c21)c1ccccc1F
  0.8%	7.5%
CCc1cc2c(-c3ccccc3)cc(=O)oc2c2c1OCN(Cc1ccc(F)cc1)C2
  1.9%	-1.7%
COc1ccccc1OCCn1c(COc2cc(C)ccc2C)nc2ccccc21
  3.7%	-3.3%
CCC(=O)N1CCc2cc(Br)cc(S(=O)(=O)N3CCCC(C(=O)Nc4ccc(C(C)C)cc4)C3)c21 (stereo not drawn)
  -0.7%	-5.2%
CCCC1=Nc2cc(C(=O)NCc3ccccc3)ccc2Sc2ccccc21
  9.3%	-19.8%
CC(C)Sc1ncc(Cl)c(C(=O)Nc2ccc(S(=O)(=O)N(C)c3ccccc3)cc2)n1
  0.8%	2.3%
Cc1ccc(NC(=O)c2cnn(-c3ccc(C)c(C)c3)c2C2CCN(C(=O)OC(C)(C)C)CC2)c(C)c1
  -1.1%	19.3%
COc1ccc(-c2nc(SCC(=O)NC3CCCC3)c(-c3ccc(F)cc3)[nH]2)cc1
  0.4%	-15.4%
CCc1ccc(C(=O)c2cn(CC(=O)Nc3ccc(OC)cc3)c3cc4c(cc3c2=O)OCCO4)cc1
  1.3%	10.2%
CC(C)Oc1ccc(C(=O)N(Cc2ccc(N(C)C)cc2)Cc2ccco2)cc1
  -1.9%	-8.7%
COc1ccc(-c2noc(CN(C(=O)c3ccccc3Cl)C(C)C)n2)cc1
  0.0%	-22.1%
Cc1cccc(Nc2c3c(nc4nncn24)CCC3)c1
  2.5%	12.2%
CCCN(CCC)CC(O)Cn1cc(/C=C/C(=O)c2ccc(Br)cc2)c2ccccc21 (stereo not drawn)
  15.8µM*	-19.3%
COc1ccc(C)cc1S(=O)(=O)N1CCN(c2cccc(Cl)c2)CC1
  -1.1%	-17.3%
CCC1=Nc2cc(C(=O)NC3CCCC3)ccc2Sc2ccc(Br)cc21
  6.9%	-27.5%
COc1ccc(NC(=O)c2ccco2)cc1NC(=O)COc1cccc(C)c1C
  1.9%	-6.2%
CCCCNC(=O)CCn1c(=O)c2ccccc2n(Cc2ccccc2C#N)c1=O
  -0.9%	-8.2%
Cc1ccc(NC(=O)C(=O)NCc2ccco2)cc1
  0.0%	17.8µM*
CNC(=O)c1ccc(Nc2nnc(-c3ccc(C)c(S(=O)(=O)NC(C)(C)C)c3)c3ccccc23)cc1
  -1.6%	4.6%
CCc1cccc(NC(=O)Cn2c(=O)n(CCc3ccc(OC)c(OC)c3)c(=O)c3ccccc32)c1
  1.6%	-0.8%
COc1cccc(C(=O)Nc2ccccc2-c2nnc(-c3cc(OC)ccc3Br)o2)c1
  -1.1%	5.1%
Cc1ccc(-n2c(=O)[nH]c3cc(C(=O)NCc4ccccc4)ccc3c2=O)cc1
  11.7%	1.7%
Cc1ccc(CNC(=O)c2nc(SCc3ccccc3C)ncc2Cl)cc1
  0.8%	-9.7%
CCOC(=O)CSc1nnc2n(-c3ccccc3)c(=O)c3c4c(sc3n12)COC(C(C)C)C4 (stereo not drawn)
  -0.6%	-4.2%
CCOc1ccc(NC(=O)N(Cc2c[nH]c3ccccc23)C2CCCCCC2)cc1
  -3.3%	5.8%
COc1ccc(Cl)cc1NC(=O)CSC1=Nc2ccccc2C2=NC(CC(=O)NCc3ccc4c(c3)OCO4)C(=O)N12 (stereo not drawn)
  8.5%	-11.7%
COc1ccccc1Cn1cc(C(=O)c2ccc(F)cc2)c(=O)c2cc3c(cc21)OCO3
  -1.1%	-9.5%

# 4 entries from above in another layout.
> COc1ccc(-c2noc(CN(C(=O)c3ccccc3Cl)C(C)C)n2)cc1
- Epigenetic derep: 0.0%
- SMN2 splice up: -22.1%

> Cc1cccc(Nc2c3c(nc4nncn24)CCC3)c1
- Epigenetic derep: 2.5%
- SMN2 splice up: 12.2%

> CCCN(CCC)CC(O)Cn1cc(/C=C/C(=O)c2ccc(Br)cc2)c2ccccc21 (stereo not drawn)
- Epigenetic derep: 15.8µM*
- SMN2 splice up: -19.3%

> COc1ccc(C)cc1S(=O)(=O)N1CCN(c2cccc(Cl)c2)CC1
- Epigenetic derep: -1.1%
- SMN2 splice up: -17.3%

# Following part:
# Value order – Epigenetic derep	SMN2 splice up
Cc1nnc(N2CCN(c3ccccc3)CC2)c2c1nnn2Cc1ccc(F)cc1
  0.2%	7.3%
Cc1ccccc1OCc1nc2c3cnn(-c4ccccc4Br)c3ncn2n1
  1.9%	0.8%
CCOc1ccc2cc(-c3nnc(Nc4ccc(C)cc4)s3)c(=O)oc2c1
  1.6%	-4.4%
CCOc1ccc(S(=O)(=O)Nc2ccc(OC)c(Cl)c2)c2cccnc12
  -1.1%	-27.4%
CCc1cccc(C)c1NC(=O)c1ccc2c(c1)CCN2S(=O)(=O)c1ccc(Cl)cc1
  -3.4%	-10.3%
CCOC(=O)c1ccccc1NC(=O)c1cc2c(s1)-c1c(C)cccc1OC2
  0.0%	-0.6%
Cc1ccc(C)c(NC(c2ccccc2)c2nnc(-c3ccccc3F)o2)c1 (stereo not drawn)
  -1.4%	23.1%
CC1CCC(NC(=O)C2(C)Cc3ccccc3C(=O)N2Cc2ccc(Cl)cc2)CC1 (stereo not drawn)
  0.0%	-7.0%
COc1cc(NC(=O)c2cc(Cl)ccc2Cl)ccc1NC(=O)c1cc2ccccc2o1
  ?	-23.3%
CC(Oc1ccc(F)cc1)C(=O)Nc1nc(-c2ccc(F)cc2)ns1 (stereo not drawn)
  -1.2%	-44.3%[inhibitor]
CCOc1ccc(-c2cc3nc(C4CCN(C(=O)OC(C)(C)C)CC4)c(C(=O)Nc4cccc(Cl)c4C)cn3n2)cc1
  -2.5%	-1.0%
Cc1ccc(CNC(=O)CCc2c(C)c3cc4c(C)coc4cc3oc2=O)cc1
  -1.9%	25.5%
COc1ccc(CNC(=O)Cc2c(C)c3c(cc(C)c4c(C)coc43)oc2=O)cc1
  5.5%	-5.5%
COCCn1c(=O)[nH]c2cc(C(=O)N3CCN(c4ccc(F)cc4)CC3)ccc2c1=O
  -2.3%	-8.7%
Cc1ccccc1NC(=O)CSc1nc2c(c(=O)n(C)c(=O)n2C)n1Cc1ccccc1F
  -1.1%	-1.3%
CCOc1ccc(S(=O)(=O)c2cn(Cc3ccc(C)cc3)c3ccc(OC)cc3c2=O)cc1
  -5.2%	-13.0%
O=C(Nc1c(Cl)cccc1Cl)c1cc(-c2cccc(O)c2)on1
  -1.8%	?
COc1ccc(-c2cc(C(F)(F)F)nc(-n3nc(C(F)(F)F)cc3C)n2)cc1
  -0.9%	-26.8%
COc1ccc(CCNC(=O)C(=O)Nc2ccccc2F)cc1
  -1.6%	1.1%
Cc1ccc(Cn2c3ccccc3c3cnn(CC(=O)N4CCCCCC4)c(=O)c32)cc1
  0.8%	-3.0%
COc1cccc(CNC(=O)CN(c2ccc(C(C)C)cc2)S(=O)(=O)c2c(C)n[nH]c2C)c1
  2.3%	4.5%
COc1cc2c(cc1OC)C(c1ccc(F)cc1)N(c1cccc(C#N)c1)C(=O)C2 (stereo not drawn)
  -1.9%	2.8%
CCOC(=O)C1(C)C=C(Nc2ccc(OC)cc2)C(=O)N1c1ccccc1 (stereo not drawn)
  1.1%	11.4%
CC(C)(C)c1ccc(-c2nc(NC(=O)CSc3ncnc4sc5c(c34)CCCC5)ns2)cc1
  -0.1%	-5.6%
Cc1ccc(NC(=O)Cn2nnc3sc(-c4ccccc4)cc3c2=O)cc1Cl
  ?	4.3%
COc1ccc(CNC(=O)c2nc(S(=O)(=O)Cc3ccccc3)ncc2Cl)cc1
  ?	-0.2%
COc1ccc2c(C)c(CCC(=O)NCc3ccc(C)cc3)c(=O)oc2c1
  -1.9%	13.4%
COc1cccc(CNc2nc3c(-c4ccccc4)nnn3c3ccccc23)c1
  1.9%	6.7%
Cc1oc2c(cc(NS(=O)(=O)c3ccc(F)cc3)c3ccccc32)c1C(=O)OCc1ccccc1
  0.3%	-0.8%
CCOC(=O)c1c(NC(=O)CSc2cn(CCNC(=O)c3ccc(OCC)cc3)c3ccccc23)sc2c1CCC2
  -0.2%	10.5%
Cc1ccc(NC(=O)CCN2CCN(CCO)CC2)cc1C
  -0.8%	6.2%
CCN1C(=O)c2ccccc2S(=O)c2ccc(C(=O)NCc3ccccc3OC)cc21 (stereo not drawn)
  -0.3%	-11.0%
COc1ccc(N(C(=O)c2cccc(C)c2)S(=O)(=O)c2ccc(Cl)cc2)cc1
  -1.6%	-3.5%
O=c1c2ccccc2n(Cc2cccc(Cl)c2)c(=O)n1CCc1ccccc1
  -1.8%	0.9%
Cc1cccc(N2CCN(C(=O)c3ccc4c(c3)N(Cc3ccccc3F)C(=O)c3ccccc3S4=O)CC2C)c1 (stereo not drawn)
  0.0%	-44.0%[inhibitor]
CCOC(=O)c1cccc(NC(=O)c2cnn(-c3ccccc3)c2-n2cccc2)c1
  -4.3%	-40.2%[inhibitor]
CCC1CCCCN1CCCNC(=O)c1ccc2c(c1)N(Cc1cccc(C)c1)C(=O)c1ccccc1S2(=O)=O (stereo not drawn)
  0.0%	-5.6%
CCCNC(=O)c1ccc2c(c1)N=C(C)c1c(C)ccc(C)c1S2
  2.7%	3.98µM*
CCOC(=O)C1CCN(C(=O)c2nn(-c3ccc(C)cc3)c(=O)c3c2c2ccccc2n3C)CC1
  0.6%	-4.0%
COc1ccc(CNC(=O)C2CCN(c3nnc(-n4c(C)ccc4C)s3)CC2)c(OC)c1
  -4.5%	7.3%
CCCOc1cccc(C(=O)N2CCCCC2CCN2CCCCC2)c1 (stereo not drawn)
  -3.0%	-8.3%
Cc1cccc(N2CCN(C(=O)c3cn(C4CCCCC4)c(=O)c4c3c3ccccc3n4C)CC2)c1C
  2.8%	-5.0%
CCOc1ccccc1N(C)C(=O)Cn1nc(Cc2cccnc2)c2ccccc2c1=O
  2.7%	-7.1%
COC(=O)c1ccc(NC(=O)CCc2c(C)nc3c(c(C)nn3-c3ccc(C)cc3)c2C)cc1
  -2.5%	4.7%
Cc1ccc(CN2C(=O)c3ccccc3C2C(=O)NC2CCCCCC2)cc1 (stereo not drawn)
  -0.7%	2.1%
O=C(Nc1ccc(F)cc1)c1oc2ccccc2c1NC(=O)C12CC3CC(CC(C3)C1)C2
  -1.1%	-7.5%
CCC1CCCCN1S(=O)(=O)c1ccc(NC(=O)c2nc(SC)ncc2Cl)cc1 (stereo not drawn)
  -1.0%	-9.0%
CCOc1ccc2oc(=O)cc(CN3CCN(c4ccccc4OC)CC3)c2c1
  0.2%	-4.8%
CCOC(=O)c1cc2c(=O)n3ccccc3nc2n(CC(C)C)c1=NC(=O)C(C)(C)Oc1ccc(Cl)cc1
  0.2%	-0.2%
Cc1ccc2c(c1)C(=O)OC(C(=O)Nc1ncc(Cc3ccccc3)s1)C2 (stereo not drawn)
  -1.0%	15.1%
O=C(Cc1ccccc1)Nc1c(C(=O)Nc2ccccc2F)oc2ccccc12
  1.8%	4.6%
N#Cc1ccccc1Cn1c(=O)n(CCCCC(=O)NCc2ccc3c(c2)OCO3)c(=O)c2ccccc21
  16.8%	0.6%

# Only part of the results is shown. The share of hits here may be higher or lower than overall.
